From PubChem BioAssay
PKA-R1A act: activators of PKA-R1A complex | activation, % at 11.4 µM | actives 0.083% (n = 340,000) | AID 504707 | PKA-R1A dissociation, Cy5-IP20 fluorescence polarization; scaled: DMSO 0%, 113 µM cGMP 100%;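 active = percent activation above the mean of all tested compounds plus 3 SD, cut at about 19% in these data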;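 also: higher means more PKAc released from R1A so a rise in polarization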
OPRM1-OPRD1 ag: agonists of human mu-delta opioid receptor heterodimerization; P35372+P41143; cells, OPRM1-OPRD1 heterodimerization, luminescence; activation, % at 9.3 µM; actives 0.3% (n = 340,000); AID 504326; in the data active = activation above about 18%;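 also: 0% = vehicle-treated cells and 100% = reference agonist; values of inactives mirror those of a sister screen read the other way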
Tat transport: blocks Tat-dependent protein export in E. coli; E. coli MC4100 TorA-mCherry Tat export, fluorescence; inhibition, % at 10 µM; actives 0.036% (n = 340,000); AID 488895;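 active = mean replicate inhibition at least 50% and at least half of replicates individually reaching 50%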;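 also: exported cargo escapes ClpAP degradation while cytoplasmic cargo is degraded and loses fluorescence; 0% = median of neutral control wells and 100% = median of NaSCN control wells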
PKA-R2B activ: activators of human PKA-R2B complex; P22694+P31323; PKA-R2B holoenzyme dissociation, Cy5-IP20 fluorescence polarization; R2B truncated from residue 108, S112A mutant; 0% DMSO only, 100% 113 µM cGMP; activation, % at 11.4 µM; actives 0.079% (n = 340,000); AID 504700;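 active = activation above a cutoff set at the mean over all compounds plus 3 SD, cut at about 18% in these data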;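 also: higher means more holoenzyme dissociation and a rise in polarization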
Target sequence (P31323 whole entry, looked up, other chains not shown, the tested form may be a part): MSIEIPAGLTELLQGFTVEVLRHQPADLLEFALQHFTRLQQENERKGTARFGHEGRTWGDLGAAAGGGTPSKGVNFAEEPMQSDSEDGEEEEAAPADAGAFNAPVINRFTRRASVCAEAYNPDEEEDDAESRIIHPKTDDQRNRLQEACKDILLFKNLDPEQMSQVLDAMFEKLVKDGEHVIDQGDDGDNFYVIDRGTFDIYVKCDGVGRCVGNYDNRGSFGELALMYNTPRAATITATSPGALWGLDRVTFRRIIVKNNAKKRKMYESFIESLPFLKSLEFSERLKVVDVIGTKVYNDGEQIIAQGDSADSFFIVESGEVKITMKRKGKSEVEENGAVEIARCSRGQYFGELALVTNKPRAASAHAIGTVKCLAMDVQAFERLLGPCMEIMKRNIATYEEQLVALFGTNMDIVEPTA
Ecoli viability: reduces bacterial viability in AddAB counter-screen. E. coli V3065 growth, OD600 absorbance, 18 h. inhibition, % at 11.9 µM. actives 0.27% (n = 330,000). AID 449728;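 active = inhibition above the campaign's mean inhibition across all tested compounds plus 3 SD, cut at about 9.9% in these data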;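 also: uninfected addAB+ strain grown without phage in ampicillin broth; 0% = DMSO wells and 100% = ciprofloxacin 0.95 µg/ml wells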
PfHsp90 yeast 2: reduces growth (ATP signal) of yeast expressing P. falciparum Hsp90; S. cerevisiae expressing PfHsp90, BacTiter-Glo ATP, 48 h; yeast lacking PDR1 and PDR3 efflux regulators; inhibition, % at 9.4 µM; actives 0.32% (n = 310,000); AID 504621;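 active = every replicate shows inhibition above about 80%, whatever the replicate mean, limit read from the data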;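 also: 0% = DMSO neutral controls and 100% = 20 µM radicicol positive controls; yeast relying on Plasmodium falciparum Hsp90 in place of its own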
phage Ecoli inh: E. coli growth loss with phage present; actives 0.26% (n = 360,000); growth absorbance; inhibition, % at 11.9 µM; in the data active = inhibition above about 11%
HTR5A inv ag: inverse agonist of human HTR5A in OPRM1-OPRD1 counter-screen. P47898. HTR5A cell line, luminescence, inverse agonism. inhibition, % at 9.3 µM. actives 0.083% (n = 340,000); in the data active = inhibition mostly above about 23%, no sharp cut-off; inactive = mostly below about 18%;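 also: 0% = cells with DMSO and 100% = no-cell wells with DMSO; some compounds called inactive have numbers as strong as hits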
Target sequence (P47898 whole entry, looked up): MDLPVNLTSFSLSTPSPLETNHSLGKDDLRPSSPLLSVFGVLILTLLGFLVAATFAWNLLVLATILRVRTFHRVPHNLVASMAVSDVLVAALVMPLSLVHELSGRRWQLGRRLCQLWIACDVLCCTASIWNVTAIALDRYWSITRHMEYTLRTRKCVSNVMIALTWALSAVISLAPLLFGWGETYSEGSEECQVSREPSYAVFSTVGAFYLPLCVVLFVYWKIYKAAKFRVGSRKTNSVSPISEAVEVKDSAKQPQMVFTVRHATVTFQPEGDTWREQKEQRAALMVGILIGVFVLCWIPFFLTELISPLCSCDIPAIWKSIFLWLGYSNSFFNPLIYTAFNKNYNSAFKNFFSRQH
OPRM1-OPRD1 inv: mu-delta opioid heterodimer inverse agonism; P35372+P41143; cell-based MOR-DOR heterodimer luminescence; inhibition, % at 9.3 µM; actives 0.21% (n = 340,000); in the data active = inhibition above about 22%, passing the limit was not always enough;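 also: 0% = cells with DMSO and 100% = wells without cells with DMSO; values of inactives mirror those of a sister screen read the other way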
SUMO Mot1 rescue: SUMOylation pathway inhibition by Mot1-301 growth rescue | actives 1% (n = 320,000) | growth rescue, % at 18.8 µM | S. cerevisiae Mot1-301 growth rescue, ATP luminescence, 38.5C; percent above DMSO median, 100 means doubled;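 active = every valid replicate shows activation above 250% relative to neutral control wells; inactive = the rest, any valid replicate at or below 250%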;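 also: OY570 slx delta 5 strain wells were the positive control but not used for scaling; some compounds called inactive have numbers as strong as hits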
AddAB inh: less growth of phage-infected E. coli with AddAB; E. coli expressing H. pylori AddAB, absorbance growth; inhibition, % at 11.9 µM; actives 0.29% (n = 330,000); AID 435030; in the data active = inhibition above about 12%;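 also: 0% = vehicle wells of infected cells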
* marks the source's active call; other numbers are inactive results; nt = not tested or not shown; + = active, no number.

entry	Structure	PKA-R1A act	OPRM1-OPRD1 ag	Tat transport	PKA-R2B activ	Ecoli viability	PfHsp90 yeast 2	phage Ecoli inh	HTR5A inv ag	OPRM1-OPRD1 inv	SUMO Mot1 rescue	AddAB inh
1	C[C@]12C=CC(=O)C=C1CC[C@@H]1C2[C@@H](O)C[C@@]2(C)C1CC[C@]2(O)C(=O)COC(=O)CCC(=O)O (some centres undefined)	-13	0.9	-9	-6	-1.9	3	0.6	4	-4	-20	1.2
2	Cc1cc(N2C(=O)C(O)=C(C(=O)c3cccs3)C2c2ccc(F)cc2)no1 (centres undefined)	2	-0.3	0	-4	-2.2	15	-1.6	-8	2	-13	-0.2
3	CCn1c(O)c2ccc(C(=O)N=NC(=O)c3ccccc3)cc2c1O	-9	-3.5	-1	-3	-0.2	23	1.5	17	18	-12	5.8
4	O=C(CNC(=O)c1ccncc1)N/N=C/c1ccccn1	-15	2.4	-6	-11	-2.7	2	2.3	1	-15	0	4.2
5	O=C(O)c1ccccc1Cc1ccc2c(c1)CCCC2	13	-2.5	0	4	nt	-50	3.9	4	13	nt	nt
6	CCOC(=O)C1C(=O)NC(c2ccccc2)=NC1c1ccc(OC)cc1 (centres undefined)	2	-0.2	-2	-12	0.3	10	1.7	10	1	4	5.2
7	COC(=O)c1cccc(C(=O)N2CCC(CCC(=O)NCc3ccc(F)cc3)CC2)c1	-3	-1.1	0	-6	0.5	-6	0.4	-5	6	10	1.9
8	O=C(CSc1nnc2ccc(-c3ccncc3)nn12)N1CCCCC1	-10	-4.3	2	-4	-0.2	2	2.0	-11	23	-10	0.1
9	COc1cc(/C=C/C(=O)O)ccc1OCc1cnc(Cl)s1	nt	nt	-1	nt	0.7	22	2.7	nt	nt	8	-1.1
10	CCCCNC(=O)n1c(=O)oc2ccc(Cl)cc21	4	-1.4	-2	0	-0.7	-24	1.9	7	7	-8	0.5
11	Cc1ccc(S(=O)(=O)NCC(=O)N(CC(=O)NCc2ccccc2)CC2CCCO2)cc1 (centres undefined)	-17	-1.8	4	-7	-1.3	5	0.7	-17	8	-21	3.5
12	COCc1nnc(NC(=O)CCc2ccc(OC)cc2)s1	-8	-0.6	4	4	-0.7	23	-1.9	10	3	411	5.0
13	CCOC(=O)c1sc(NC(=O)CSc2nnc(Cc3ccccc3)o2)c(C(=O)OCC)c1C	-2	-0.7	-2	1	0.2	-12	2.4	4	3	16	0.8
14	Cn1c2ccccc2c2nnc(SCC(=O)Nc3cccc(C(=O)O)c3)nc21	-11	-1.9	-5	-1	-0.8	-16	0.6	10	11	8	-1.9
15	Cn1c(=O)c2c(ncn2CC(O)CNc2ccc(Br)cc2)n(C)c1=O (centres undefined)	4	-1.0	0	-4	0.8	27	0.9	-19	6	-2	1.3
16	Cc1cc(C)c(-c2cc(NC(=O)COC(=O)c3ccc(CO)cc3)n(-c3ccccc3)n2)cc1C	-3	2.8	5	-8	-3.0	35	2.6	-6	-20	2	0.7
17	CC(=O)c1cnc(-c2ccccc2Cl)s1	5	-1.3	-4	2	0.4	4	2.3	-8	7	-21	1.6
18	COc1ccc(Cl)cc1NC(=O)CN(C)C(=O)Cn1c(=O)oc2ccccc21	-1	0.7	-10	-3	2.0	-13	1.0	7	-4	79	3.8
19	c1cncc(CSc2nnc3ccc(-c4cccs4)nn23)c1	2	-2.7	-5	9	-0.9	17	3.3	4	15	-24	1.1
20	CCCS(=O)(=O)N1CCCC(C(=O)c2cccc(Cl)c2)C1 (centres undefined)	-8	-1.9	-4	0	0.8	-4	2.8	-14	9	0	4.4
21	Cc1cccc(C)c1-n1c(C)nn(Cc2ccc([N+](=O)[O-])cc2)c1=O	-7	-3.2	-2	1	0.5	nt	1.4	-2	16	-12	0.4
22	CCOC(=O)Cc1c(C)nc2c(-c3cccc(Br)c3)cnn2c1C	-4	1.9	-5	8	1.6	-22	3.0	3	-11	75	1.0
23	S=c1nc(-c2ccc(Br)cc2)[nH]c2ccccc12	-9	-1.6	0	-15	-0.4	4	1.2	4	8	79	-2.4
24	CCn1cc(C(=O)N2CCN(C(=O)c3ccco3)CC2)c2cc(OC)c(OC)cc2c1=O	-7	-2.5	10	-2	-1.9	18	0.0	-19	14	-9	-1.1
25	CCC1(CC)Cc2ccccc2-c2nc(CCl)[nH]c(=O)c21	-2	0.1	-7	4	-0.5	-9	3.5	-9	-1	0	-1.8
26	O=c1/c(=C/c2ccco2)sc2nc(-c3ccccc3Br)nn12	-1	-3.3	-4	-5	-0.1	3	3.2	16	16	381*	2.9
27	COc1ccccc1NC(=O)N1CCc2c([nH]c3ccccc23)C1C(F)(F)F (centres undefined)	2	1.9	-6	-10	-1.4	5	2.5	-9	-10	3	2.4
28	CC1(C)Cc2c(C#N)c(NCCN3CCOCC3)nc(-c3ccco3)c2CO1	1	0.3	-15	3	3.9	nt	1.7	-3	-2	10	-0.5
29	C=CCc1ccccc1OCC(O)CN(C(C)C)C(C)C (centres undefined)	1	-2.5	-2	-1	-1.5	11	3.7	12	10	-8	3.2
30	Cc1ccc(N2CC(C(=O)OCC(=O)c3ccc([N+](=O)[O-])cc3)CC2=O)cc1 (centres undefined)	5	-2.1	-7	3	-0.9	2	-1.3	-10	11	12	0.7
31	Cc1ccc(Nc2nc(N)nc(CN3CCN(c4ccccc4F)CC3)n2)cc1	3	1.5	-3	7	-5.5	33	-0.7	7	-9	-18	-3.3
32	O=C(NCc1ccccc1)C1Nc2ccc(OC(F)(F)F)cc2C2C=CCC12 (centres undefined)	-3	1.3	-1	3	-0.4	-10	3.0	-4	-7	9	5.4
33	CCC(=O)N1CCN(C(=O)CC)C1c1ccccc1	-10	-0.7	5	5	2.5	20	2.3	10	4	8	2.8
34	Cc1cc(C)n2cc(CSC3=NCCS3)nc2n1	0	-0.7	-2	-1	2.1	-2	1.6	-14	3	199	0.0
35	Cc1ccc(NC(=O)Cn2nnc(C(=O)NCCc3ccccc3)c2N)cc1Cl	-7	0.0	-3	-7	-4.7	-9	2.1	-12	0	-2	1.2
36	CS(=O)(=O)N1CCN(CC2CC3C=CC2C3)CC1 (centres undefined)	-3	-1.6	3	0	-0.4	2	2.0	-2	8	nt	3.9
37	CCOC(=O)c1cc(C(=O)OCC)c(=O)[nH]c1N1CCCCC1	-3	-0.9	-1	-9	1.8	nt	4.9	-4	5	-3	1.9
38	O=C(Nc1ccc(CN2CCOCC2)cc1)c1ccc(Br)cc1	-2	0.0	-4	-6	0.3	6	2.8	16	0	67	0.1
39	O=C(NCc1ccco1)c1cc(S(=O)(=O)N2CCCC2)ccc1Cl	-1	-1.2	-3	-15	1.1	-4	-0.3	6	4	-4	2.1
40	Cc1cc(C)cc(NC(=S)/C(=C(\[O-])c2ccc(Cl)cc2Cl)[n+]2ccccc2)c1	-1	-2.0	-10	3	3.1	-19	-1.4	-17	11	-14	2.1
41	CCN1CCc2c(sc(NC(=O)CN3C(=O)c4ccccc4C3=O)c2C(N)=O)C1	-11	-2.0	1	-10	1.7	19	3.7	5	10	2	3.7
42	C/C(O)=C(\N=Nc1cc(C)ccc1O)C(N)=O	nt	nt	6	nt	0.2	-5	3.8	nt	nt	+	1.4
43	CCOc1ccc(S(=O)(=O)N(CC(=O)NCC(F)(F)F)Cc2ccco2)cc1	-5	-1.4	-10	8	1.6	-9	4.3	1	9	343	2.9
44	COC(OC)c1ccc(C#N)c(=O)[nH]1	4	0.8	0	1	-1.0	21	2.2	-3	-5	10	3.3
45	O=C(CSc1nc(C(F)(F)F)cc(=O)[nH]1)N1CCOCC1	0	2.3	-8	-3	-0.2	nt	2.9	0	-15	3	3.5
46	C/C(CC(=O)Nc1ccc(Cl)cc1)=N\NC(=O)C(=O)NCCO	4	-2.7	-12	1	0.1	-16	1.5	-2	14	8	0.8
47	CCC(C(=O)OCC(=O)Nc1ccccc1-c1ccccc1)c1ccccc1 (centres undefined)	-6	12	8	0	1.5	0	2.9	-23	-56	11	3.1
48	COC(CNC(=O)c1ccc(-n2c(=S)[nH]c3ccccc3c2=O)cc1)OC	16	-0.3	-5	1	0.6	-18	-0.5	2	2	4	-1.0
49	COc1cc(OC)cc(C(=O)OCC(=O)c2cc(C)n(CC3CCCO3)c2C)c1 (centres undefined)	-3	-4.0	-9	5	0.2	-16	-0.4	2	15	-17	-1.1
50	COc1ccc(C)cc1NC(=O)CO/N=C(\N)CC(=O)NC1CCCCC1	-6	-2.9	0	-1	1.4	-3	0.4	-9	11	1	1.3
51	O=C(Nc1ccccc1N1CCN(c2ccccc2)CC1)c1cccc(F)c1	3	0.7	0	12	0.2	-4	1.2	13	-4	516*	-0.2
52	CN(C)S(=O)(=O)c1ccc(N2CCCC2)c(C(=O)OCC(=O)NC2CCCCC2)c1	0	0.2	-1	6	1.7	8	-0.4	0	-1	-5	3.6
53	N#Cc1nc(-c2ccccc2)oc1NCCCn1ccnc1	0	-2.9	-9	7	1.1	-9	2.9	-4	13	-21	0.8
54	Cc1ccc(OCC(=O)NNC(=S)NC(=O)C2CC2)c(C)c1	1	-5.3	-14	-11	nt	104*	-0.8	19	30	-18	nt
55	CC(C)C12CN3CC(C(C)C)(CN(C1)C3c1ccc3c(c1)OCO3)C2=O (centres undefined)	-4	4.6	11	-3	-0.9	1	1.1	-2	-27	36	2.5
56	C[C@H](CO)N1C[C@H](C)[C@@H](CN(C)C(=O)Nc2ccc3c(c2)OCO3)Oc2c(NC(=O)Nc3ccc(C(F)(F)F)cc3)cccc2C1=O	-9	1.2	6	-10	-3.2	5	1.0	-61	-7	-10	0.6
57	CC(=O)Nc1ccc2c(c1)C(=O)N(c1cccc(C)c1)C2=O	-6	-3.5	-1	4	1.6	-1	1.2	-4	18	-5	-1.1
58	COc1ccc(-c2c[n+](CC(=O)c3ccccc3)c3n2CCCCC3)cc1	3	0.5	5	3	-0.4	6	3.4	-11	-2	-9	1.9
59	Cc1ccc(C)c(Nc2c([N+](=O)[O-])cc(C(=O)N3CC(=O)Nc4ccccc43)cc2[N+](=O)[O-])c1	-8	6.1	3	-4	4.2	5	4.3	-43	-36	-16	3.7
60	CCOc1ccc(S(=O)(=O)Nc2ccccc2C(=O)N2CCCC2)cc1	8	-1.9	-4	-10	0.8	-1	6.2	9	9	312	3.3
61	CN(C)S(=O)(=O)c1ccc(C(=O)Nc2cc(=O)n(C)c(=O)n2C)cc1	-6	-2.0	-4	-11	3.4	2	2.8	37	10	7	4.3
